Compound activity from PubChem.
12-LOX inh – blocks human arachidonate 12S-lipoxygenase; P18054; purified 12hLO, xylenol orange hydroperoxide absorbance; Potency, µM (top dose mostly 108 µM), for inactives: top-dose activity change, negative = inhibition, most hits filed as inhibitors; actives 1.1% (n = 580,000); active means well fitted inhibition curve with a large enough effect; inconclusive means small, poorly fitted or top-dose-only effect, or another doubt; inactive means no such curve, though single readings can be large or run the other way
Target sequence (P18054 whole entry, looked up): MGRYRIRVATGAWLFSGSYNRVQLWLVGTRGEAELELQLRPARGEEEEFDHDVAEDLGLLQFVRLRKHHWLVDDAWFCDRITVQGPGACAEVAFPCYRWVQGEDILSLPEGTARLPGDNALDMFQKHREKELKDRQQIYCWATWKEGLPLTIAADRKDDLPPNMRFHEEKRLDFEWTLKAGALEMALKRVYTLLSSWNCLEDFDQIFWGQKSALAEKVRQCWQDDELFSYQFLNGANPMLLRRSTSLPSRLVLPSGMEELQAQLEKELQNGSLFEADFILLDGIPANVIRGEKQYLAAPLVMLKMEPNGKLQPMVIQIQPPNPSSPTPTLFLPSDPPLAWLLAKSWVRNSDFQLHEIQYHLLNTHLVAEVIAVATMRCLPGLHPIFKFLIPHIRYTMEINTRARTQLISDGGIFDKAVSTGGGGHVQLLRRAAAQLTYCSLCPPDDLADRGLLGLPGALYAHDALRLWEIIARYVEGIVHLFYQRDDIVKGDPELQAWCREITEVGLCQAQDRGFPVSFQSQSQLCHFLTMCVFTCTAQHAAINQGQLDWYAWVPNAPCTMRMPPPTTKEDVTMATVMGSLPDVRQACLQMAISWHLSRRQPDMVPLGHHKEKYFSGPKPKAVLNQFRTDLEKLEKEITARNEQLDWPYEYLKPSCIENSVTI
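Purified human 12hLO (150 nM final) in 25 mM Hepes, 0.01% Triton X-100, pH 7.0 was preincubated 15 min at room temperature with compound. Then 40 uM arachidonic acid was added, 30 min. Hydroperoxide was read by Fe-XO absorbance ratio 573/405 nm.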
The depositor's hits bear a star; ? = inconclusive; [ ] = remark or other dose. On the % scale 0 is the no-effect control and ±100 the full control effect; potency means the concentration at half of the fitted maximal effect. An excerpt, so the mix of outcomes need not match the whole.

| Compound | 12-LOX inh |
| --- | --- |
| COc1cc(C)ccc1Oc1ccc2c(-c3ccccc3)noc2n1 | -4% |
| CC(c1ccc2c(c1)OCCO2)N(C)C(=O)c1ccc2nccn2c1 (stereo unspecified) | 20% |
| Cc1ccc(S(=O)(=O)N2CCn3c(n[nH]c3=O)C2)c(C)c1 | 22% |
| CC(C)c1ccc(NC(=O)c2cc3n(n2)CC(c2ccc(Cl)cc2)OC3)cc1 (stereo unspecified) | 6% |
| Cn1cccc1C(=O)N1CCC(N2C[C@H](O)C[C@H]2C(=O)NCc2cccnc2)CC1 | -3% |
| COCC(=O)NCCc1noc(-c2ccccc2)n1 | 8% |
| CCOc1ccccc1CNC(=O)c1c(C)noc1-c1ccc2c(c1)OCO2 | 23% |
| COc1ccccc1CNC(=O)CN1CC[C@](C)(O)[C@@H](O)C1 | 14% |
| O=C(Cc1ccc(F)cc1)N1CCOCC2(CN(Cc3ccccc3)C2)C1 | ? |
| COc1ccc(C(=O)N[C@@H]2c3ccccc3C3(CCNCC3)[C@H]2OC)c(C)c1 | 42% |
| CC(C)C(=O)N1CCC2(CC1)CC(N(Cc1ccccc1)C1CC1)CCO2 (stereo unspecified) | 31% |
| COc1ccc(-c2cc(N3CCC(NC(=O)CCc4cccc(OC)c4)CC3)n[nH]2)cc1 | 55%[activator] |
| CCCNC(=O)C1CC(=O)N(c2n[nH]c3cccc(F)c23)C1 (stereo unspecified) | 32% |
| O=C(Nc1cccc([N+](=O)[O-])c1)OCc1ccc2c(c1)OCO2 | ? |
| Cc1ccccc1-c1noc(-c2nnn3c2COC(c2ccc(F)cc2)C3)n1 (stereo unspecified) | -1% |
| c1ccc(-c2ccnc(NCCc3c[nH]c4ccccc34)n2)nc1 | 105%[activator] |
| COc1ccc(C(=O)N2C[C@@H]3CCCN4CCC[C@@H]([C@H]34)[C@H]2CCCC(=O)N2CCOCC2)cc1 | 12% |
| CCn1cc(S(=O)(=O)N2C[C@@H](C(=O)NC)[C@H](c3n[nH]c(C)n3)C2)cn1 | 14% |
| CCCCOc1ccc(-c2nc(C3CC(=O)N(c4ccc(OC)cc4)C3)no2)cc1 (stereo unspecified) | 27% |
| CCCNC(=O)C(NC(=O)c1ccc(C)cc1)C1CCN(C(=O)c2ccc3c(c2)OCO3)CC1 (stereo unspecified) | 51%[activator] |
| CCn1ncc(N2CCC(NC(=O)C(C)c3ccccc3)CC2)cc1=O (stereo unspecified) | 8% |
| Cc1ccncc1-c1c(C)nn2c1N(Cc1ccc(C(=O)O)cc1)CCC2 | 16µM* |
| Cn1nccc1C(=O)NCCc1noc(-c2cccnc2)n1 | 47%[activator] |
| O=C(c1nc(-c2cccc(C(F)(F)F)c2)c2cnccn12)N1CCN(c2ncccn2)CC1 | -3% |
| O=C(Cn1nc2n(c1=O)CCCCC2)Nc1ccc(Cl)cc1 | 37%[activator] |
| Cc1noc(C)c1-c1cc(-c2ccc3c(c2)C(=O)NC3)cn2cncc12 | 19%[176 µM] |
| FC(F)(F)c1ccc2c(c1)nc1n2[C@@H](CNCc2cccnc2)COC1 | 47%[activator][176 µM] |
| O=[S+]([O-])(Nc1ccccc1)c1ccc2c(c1)OCCN(Cc1cccs1)C2 | ? |
| Cc1ccsc1CN(Cc1ccc(CN(C)S(C)(=O)=O)o1)CC(C)C | 37% |
| CC(C)CS(=O)(=O)Nc1ccc([C@H]2OCC(=O)N(C(C)C)[C@@H]2CO)cc1 | 0%[176 µM] |
| OC(c1cc2n(n1)CCN(Cc1cc(C3CC3)on1)C2)C1CC1 (stereo unspecified) | 23% |
| CN1CCC(N2CCN(C(=O)c3c(F)cccc3F)CC2)C1=O (stereo unspecified) | 49% |
| O=C(c1ccccc1)N1CCn2c(nnc2-c2ccncc2)C1 | 3%[6.33 µM] |
| CC(C)CNC(=O)c1cc(-c2ccccc2F)cc2c1OCCN2Cc1cccnc1 | 2%[176 µM] |
| Cc1nn(C)c(C)c1CCC(=O)N1CCC(Cc2noc(C3CCOCC3)n2)C1 (stereo unspecified) | 40% |
| O=C(c1ccsc1)N1CC[C@@H]2COCCN(Cc3ccccc3)[C@@H]2C1 | ? |
| N#Cc1ccc(S(=O)(=O)NC(=O)[C@H]2O[C@@H](n3ccc(=O)[nH]c3=O)[C@H](O)[C@@H]2O)cc1 | -3% |
| CC1CCN(CC2CCCN(C(=O)c3cnccn3)CC2)CC1 (stereo unspecified) | 45%[activator] |
| CC(=O)Nc1ccc(CN2CCC3(Cc4ccccc4NC3=O)C2)cc1 (stereo unspecified) | 20% |
| CCC(C)NC(=O)C(NC(=O)c1ccc(C)cc1)C1CCN(C(=O)c2ccccc2C)CC1 (stereo unspecified) | 14% |
| CN(CC1(C)CCOCC1)C(=O)c1ccc(F)c(Cl)c1 | 15% |
| CCN(CC)C(=O)[C@@H]1CCC[C@@H](NC(=O)c2ccc3c(c2)OCO3)CN(C)C(=O)C1 | 9%[176 µM] |
| C=CCn1cc2c3c(cccc31)[C@H](CC(C)C)N[C@H](C(=O)NCCN(C)C)C2 | 47%[activator][176 µM] |
| C=CCC1(CO)CCCN(C(=O)CCN(C)S(C)(=O)=O)C1 (stereo unspecified) | 19% |
| CC(C)(C)c1ccc(C(=O)N2CC[C@H]3NC(=O)N(Cc4ccccc4)C(=O)[C@H]32)cc1 | ? |
| O=C(c1cnc2n1CCN(CCc1ccccc1)CC2)N1CCC(c2ccccc2)CC1 | -8%[176 µM] |
| CCCN(CC1CCOC1)C(=O)Nc1ccc(F)cc1 (stereo unspecified) | 48%[activator] |
| COC1CCC12CCN(C(=O)C1(c3ccccc3)CC1)CC2 (stereo unspecified) | 42%[activator] |
| O=C1CC2(CCN(Cc3cccnc3)CC2)Oc2cc(Cl)ccc21 | -16% |
| CCc1noc(-c2cn(C3CCCN(C(=O)c4cc(Cl)ccc4F)C3)nn2)n1 (stereo unspecified) | 57%[activator] |
| O=C(Cn1nc2c(cc1=O)CCCCC2)NCc1ccccc1 | 19% |
| Cc1ccc(C(=O)N2CC3CC(C2)[C@H]2CCCC(=O)N2C3)cn1 (stereo partly specified) | 0% |
| O=C(c1ccc(F)c(Cl)c1)N1C[C@@H](CO)[C@H](c2ccccn2)C1 | 18% |
| Cc1noc(C)c1C(=O)N1CCCCCCNC(=O)CC1 | 55%[activator] |
| CN(C)c1cccc(Oc2nnnn2[C@H]2CO[C@H]3[C@@H]2OC[C@@H]3NC(=O)c2ccccc2)c1 | -26% |
| COc1ccc(CCNC(=O)C(C)C2CCOCC2)cc1OC (stereo unspecified) | 32% |
| NC(=O)[C@@H]1CN(C(=O)C2CC2)C[C@H]1COc1ccccc1 | 24% |
| O=C(Nc1cccc(-c2nnc3n2CCCC3)c1)c1ccc(F)cc1F | 11% |
| O=C(NCc1ccc(Cl)nc1)c1cnn2c1CN(C(=O)c1ccccc1)CC2 | 2%[6.33 µM] |
| COc1ccc(C2=NOC3(CCN(Cc4ccc(F)cc4)C3)C2)cc1 (stereo unspecified) | -18%[176 µM] |

Rewritten with the structure last: part of the list above.
| 12-LOX inh | smiles |
| --- | --- |
| -8%[176 µM] | O=C(c1cnc2n1CCN(CCc1ccccc1)CC2)N1CCC(c2ccccc2)CC1 |
| 48%[activator] | CCCN(CC1CCOC1)C(=O)Nc1ccc(F)cc1 (stereo unspecified) |
| 42%[activator] | COC1CCC12CCN(C(=O)C1(c3ccccc3)CC1)CC2 (stereo unspecified) |
| -16% | O=C1CC2(CCN(Cc3cccnc3)CC2)Oc2cc(Cl)ccc21 |
| 57%[activator] | CCc1noc(-c2cn(C3CCCN(C(=O)c4cc(Cl)ccc4F)C3)nn2)n1 (stereo unspecified) |
| 19% | O=C(Cn1nc2c(cc1=O)CCCCC2)NCc1ccccc1 |
| 0% | Cc1ccc(C(=O)N2CC3CC(C2)[C@H]2CCCC(=O)N2C3)cn1 (stereo partly specified) |

Continuation.
| Compound | 12-LOX inh |
| --- | --- |
| COc1ccc2c(c1)C(n1ccc3ccccc31)C(=O)N2Cc1ccc(C(F)(F)F)cc1 (stereo unspecified) | ? |
| O=C(O)C(c1cccc(O)c1)N1CCN(C2CCCCC2)C(=O)C1 (stereo unspecified) | 5% |
| CCN1CCN(c2ccc(C(=O)N3CCC(N4CCOCC4)CC3)cn2)CC1 | -12% |
| Cc1noc(C)c1CC(=O)N1C[C@@H](Oc2ccccc2)C[C@@H]1C(=O)N1CCOCC1 | 9% |
| COc1cccc(-c2nc3cnccn3c2NCCC(=O)Nc2cccc(Cl)c2)c1 | ? |
| CN1C(=O)COC[C@@H]1[C@H](O)c1ccc(NC(=O)c2ccc(C#N)cc2)cc1 | 19%[176 µM] |
| COc1ccc(OC)c(S(=O)(=O)N2CCCOCCNC(=O)[C@@H]3CCC[C@@H]32)c1 | -15% |
| COc1cccc(NC(=O)NC[C@H]2O[C@H](Cc3cc(COc4ccccc4)on3)CC[C@@H]2O)c1 | 15% |
| COc1cc(OC)c(NC(=O)N2CCCC2c2nncn2C2CCCC2)cc1Cl (stereo unspecified) | 49%[activator] |
| COc1ccc(CN2C[C@H]3CN(Cc4nccn4C)CCN3C2=O)cc1 | 59%[activator][176 µM] |
| Cc1ccc(CN2CCCCCNC(=O)[C@@H]3CCC[C@@H]32)o1 | 79%[activator] |
| C=CCN1CC2(CCC1=O)CCN(C(=O)[C@H](N)Cc1ccccc1)CC2 | 48%[activator] |
| COCCNC(=O)C[C@@H]1C[C@H]2O[C@H](CNCc3ccncc3F)[C@@H](O)[C@H]2O1 | -27%[176 µM] |
| Cn1cc(-c2cnc(Nc3ccc(F)c(Cl)c3)c3c2CCO3)cn1 | -5%[176 µM] |
| COc1ccccc1-c1cc(NCC2CCOCC2)c2onc(C)c2n1 | 1%[176 µM] |

CC(c1cccc(-c2cccc(C(=O)N(C)C)n2)c1)N1CCCC1 (stereo unspecified)
- 12-LOX inh = -1%
O=C(N1CCC(NS(=O)(=O)c2cccc(F)c2)CC1)N1CC2CC(C1)[C@H]1CCCC(=O)N1C2 (stereo partly specified)
- 12-LOX inh = 31%
Cc1cc(C)n(CC(=O)N[C@@H]2CN(Cc3ccccn3)C[C@H]2CN(C)C)n1
- 12-LOX inh = 133%[activator]
O=C(Nc1ccc(S(=O)(=O)N2CCOCC2)cc1)c1cc(Cl)ccc1NS(=O)(=O)c1ccc(Cl)s1
- 12-LOX inh = ?
c1ccc(CN2CCn3c(nnc3C3CCCNC3)C2)cc1 (stereo unspecified)
- 12-LOX inh = 43%[activator]
COC1CCOC2(CCN(C(=O)Cc3ccccc3)CC2)C1 (stereo unspecified)
- 12-LOX inh = 44%[activator]
COCCN1C(=O)CS(=O)C12CCN(C(=O)c1cccc3[nH]ccc13)CC2 (stereo unspecified)
- 12-LOX inh = 2%
CC(=O)Nc1ccc(C2(C(=O)NCc3ccc(F)cc3F)CCCCC2)cc1
- 12-LOX inh = 23%
CCc1noc(-c2ccn3c(CNC(=O)CCC4CCCC4)nnc3c2)n1
- 12-LOX inh = ?
CN1CC(CO)C2(CCN(Cc3ccc(Cl)cc3)CC2)C1 (stereo unspecified)
- 12-LOX inh = 10%
COc1ccc(Cc2nc3nccc(-c4ccsc4)n3n2)cc1
- 12-LOX inh = 24%
Clc1ccc(C2Cn3nnc(-c4nc(-c5cccc(Cl)c5)no4)c3CO2)cc1 (stereo unspecified)
- 12-LOX inh = 31%[activator]
Cc1cccc(C(=O)N2CCCC3(C2)NC(=O)N(Cc2ccccc2)C3=O)c1 (stereo unspecified)
- 12-LOX inh = 0%
CCCNC(=O)N[C@@H]1C[C@H](Cn2cc(CN(C)C)nn2)[C@@H](O)[C@H]1O
- 12-LOX inh = ?
COC(=O)N1C[C@H](OCc2cn(-c3ccc(OC)cc3)nn2)[C@H]2C[C@@H]1c1ccccc1O2
- 12-LOX inh = -1%

COc1ccccc1C(=O)N1CCCC2(CC(c3cccnc3)=NO2)C1 (stereo unspecified)
- 12-LOX inh = 3%[6.33 µM]
O=C(c1ccccc1)N1CC2(CCNC2)OCc2ccccc21 (stereo unspecified)
- 12-LOX inh = 6%[6.33 µM]
CC(=O)N[C@@H]1C[C@H](Cn2cc(C3CC3)nn2)[C@@H](O)[C@H]1O
- 12-LOX inh = 70%[activator][176 µM]
COc1cccc(C(C)N(C)Cc2nc(-c3cccs3)no2)c1 (stereo unspecified)
- 12-LOX inh = 89%[activator]
COc1ccc(-c2cc(C(=O)NC3CCNCC3)c3c(C4CCCN4)noc3n2)cc1 (stereo unspecified)
- 12-LOX inh = 0%[6.33 µM]
Cc1ccc(-c2nnc([C@H]3CCN(C(=O)COCC(=O)O)C3)o2)cc1
- 12-LOX inh = ?
CC(C)CCC1=NC2(CCN(C(=O)CCN3CCCCC3=O)CC2)C(=O)N1
- 12-LOX inh = 12%
O=C(COc1ccccc1)N1CCCN(c2cc(-c3ccc(Cl)cc3)[nH]n2)CC1
- 12-LOX inh = 2%
Cc1cc(C)n(CC(=O)N[C@@H]2CN(S(C)(=O)=O)C[C@H]2CN(C)C)n1
- 12-LOX inh = 21%
Cc1cc2cc(C(=O)N3CCN(c4nc5ccccc5s4)CC3)ccc2o1
- 12-LOX inh = 4%
COC(=O)c1ccc(NC(=O)N2CCC3(CC2)N(CC2CC2)C(=O)CS3=O)cc1 (stereo unspecified)
- 12-LOX inh = 16%
CCc1noc(-c2cccn3c(CNC(=O)c4ccccc4)nnc23)n1
- 12-LOX inh = 58%[activator]
COCC(=O)N1CCC(C(=O)NCC2(c3ccccc3)CCCCC2)CC1
- 12-LOX inh = 47%[activator]
O=C1NCCCCCCN(C(=O)c2ccoc2)[C@H]2CCC[C@@H]12
- 12-LOX inh = ?

Quoted from the entries so far for reference:
Cc1cc2cc(C(=O)N3CCN(c4nc5ccccc5s4)CC3)ccc2o1
- 12-LOX inh = 4%
COC(=O)c1ccc(NC(=O)N2CCC3(CC2)N(CC2CC2)C(=O)CS3=O)cc1 (stereo unspecified)
- 12-LOX inh = 16%
CCc1noc(-c2cccn3c(CNC(=O)c4ccccc4)nnc23)n1
- 12-LOX inh = 58%[activator]
COCC(=O)N1CCC(C(=O)NCC2(c3ccccc3)CCCCC2)CC1
- 12-LOX inh = 47%[activator]
O=C1NCCCCCCN(C(=O)c2ccoc2)[C@H]2CCC[C@@H]12
- 12-LOX inh = ?
